A549 tox: kills or reduces viability of A549 cells in Nrf2 counter-screen; 390,000 compounds, 0.16% hits; A549 ARE-Fluc cells, CellTiter-Fluor viability, 18-24 h; Potency, µM (titrated, usually from 46 µM), for inactives: at the top dose activity change, negative = cytotoxicity, actives largely listed as inhibitors
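Cytotoxicity counterscreen: CellTiter-Fluor fluorescence was measured in A549 ARE_Fluc cells after 18-24 h of compound exposure in a concentration series. The subsequent BugLite luminescent read reports ARE-luciferase activity.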
Nrf2 block: inhibitors of Nrf2 signaling | 360,000 compounds, 2.1% hits | A549 ARE-Fluc reporter, luciferase luminescence, 18-24 h | Potency, µM (titrated, usually from 46 µM), for inactives: at the top dose activity change, negative = inhibition, usual class: inhibitors | AID 504444; also: nearly all actives have a fitted effect of over 60% in size
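Nrf2 activity is the BugLite luminescence, read 15 min after reagent at room temperature, following CellTiter-Fluor cytotoxicity readout (30 min, 37C). Compound titrations were applied for 18-24 h to 5000 A549 ARE_Fluc cells/well in 5% FBS OPTI-MEM.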
The depositor's hits bear a star; ? = inconclusive; & = joins results of further samples; ! = repeats disagree; [ ] = dose if it differs, or a comment. Calls follow the shape of the dose curve; as a rule, active = well fitted curve in the direction sought with a large enough effect; inconclusive = small, poorly fitted or top-dose-only effect, or another doubt; inactive = no such curve, though single readings can be large; an effect the other way counts as inactive or inconclusive. % is scaled to controls: 0 for no effect and ±100 for the full control effect; potency is read from the fitted curve at half-maximal effect. A portion of the library (hit frequency here may not be typical).

SMILES | A549 tox | Nrf2 block
CC(=O)NCCCN(Cc1ccc(Cl)c(Cl)c1)c1ccc(Br)cn1 | -2% | ?
Cc1ccccc1NC(=O)NCCCN1CCN(c2ccccc2F)CC1 | -3% | ?
CCCN1CNc2c(c(=O)[nH]c(=S)n2CCc2ccccn2)C1 | 9% | 5%
O=C(NNc1ccc(F)cc1F)c1cccs1 | -1% | -11%
COc1ccc(C2c3c(nc(CCc4ccccc4)[nH]c3=O)Oc3ccc4ccccc4c32)cc1OC (centres undefined) | 5% | 6%
COc1cccc(C2c3c(ncn(-c4cccc(C#N)c4)c3=N)Oc3ccc4ccccc4c32)c1 (centres undefined) | -1% | ?
COc1cc(NC(=O)CSc2nnc3c4ccccc4n(C)c3n2)cc(OC)c1OC | -1% | 21%
CCCCN(CCCN)c1ccc(Br)cn1 | 4% | 3%
O=S(=O)(c1ccc2c(c1)OCCO2)N1CCN(S(=O)(=O)c2ccc(Cl)cc2F)CC1 | -1% | 4%
Cn1c2cc(S(C)=O)sc2c2cnn(Cc3cccc(O)c3)c(=O)c21 (centres undefined) | 19%&9% | 0%&14%

Shown with each value named: four of the compounds above
O=S(=O)(c1ccc2c(c1)OCCO2)N1CCN(S(=O)(=O)c2ccc(Cl)cc2F)CC1
  A549 tox = -1%; Nrf2 block = 4%

CCCCN(CCCN)c1ccc(Br)cn1
  A549 tox = 4%; Nrf2 block = 3%

COc1cccc(C2c3c(ncn(-c4cccc(C#N)c4)c3=N)Oc3ccc4ccccc4c32)c1 (centres undefined)
  A549 tox = -1%; Nrf2 block = ?

Cc1ccccc1NC(=O)NCCCN1CCN(c2ccccc2F)CC1
  A549 tox = -3%; Nrf2 block = ?

(listing goes on)
SMILES | A549 tox | Nrf2 block
O=C(OCC#CCSc1nnc(-c2c[nH]c3ccccc23)o1)c1ccc(F)cc1 | -6% | 8%
O=C(NCc1nnc(-c2cc3ccccc3[nH]2)s1)c1ccccc1 | 1% | 31%
Cc1c(P(=S)(c2ccccc2)c2ccccc2)[n+]2ccccc2n1CC(=O)c1ccccc1 | 3% | -7%
CC(=O)Nc1cccc(S(=O)(=O)N2CCCN(S(=O)(=O)c3ccc4c(c3)OCCO4)CC2)c1 | -12% | 15µM*
Cc1ccc(NS(=O)(=O)c2cc3c(cc2C)OCC(=O)N3)cc1C | 3% | -14%
N#Cc1nc(NCC(F)F)c2ncn(-c3cc(F)cc(F)c3)c2n1 | ? | ?
COc1ccc(C2c3c(ncn(CCCc4ccccc4)c3=N)Oc3ccc4ccccc4c32)cc1OC (centres undefined) | -12% | 4%
COc1cc(F)c(S(=O)(=O)N2CCN(S(=O)(=O)c3ccc4c(c3)OCCO4)CC2)c(F)c1 | -9% | 2%
CC(=O)Nc1ccc(S(=O)(=O)N2CCCN(S(=O)(=O)c3ccc4c(c3)OCCO4)CC2)cc1 | -10% | ?
Cc1ccc2nc(-c3cccs3)c(Nc3ccccc3)n2c1 | -1% | 10%
COc1ccc(-c2nc3ccc(NC(C)=O)cc3c(=O)n2Cc2cccc(Cl)c2)cc1COc1ccc(NC(C)=O)cc1 | -11% | ?
COc1ccc(C2c3c(nc(C)[nH]c3=O)Oc3ccc4ccccc4c32)cc1OC (centres undefined) | 14% | -7%
Cc1ccc(C[C@@H](NS(=O)(=O)c2ccc(C(=O)O)cc2)C(=O)O)cc1 | 1% | 16%
O=S(=O)(c1ccc2c(c1)OCCO2)N1CCN(S(=O)(=O)c2c(F)cccc2F)CC1 | ? | 0%&-17%&-3%&5%
Cc1ccc(CNc2ncnc3ccc(-c4ccc5c(c4)OCO5)cc23)s1 | 6% | 3%
COc1ccccc1N1C(=O)c2ccccc2C1=O | -8% | 1%
COc1ccc(-c2nc3ccc(NC(=O)CO)cc3c(=O)n2Cc2cccc(Cl)c2)cc1COc1ccc(NC(C)=O)cc1 | -13% | ?
Cc1cc2c(s1)c1cnn(Cc3ccc(F)cc3)c(=O)c1n2C | -8% | -13%
N#Cc1c(-c2ccc(Cl)cc2)no[n+]1[O-] | -4% | -8%
CNc1cccc(S(=O)(=O)N2CCN(S(=O)(=O)c3ccc4c(c3)OCCO4)CC2)c1 | 6% | -2%

Continued (5 carried over from the part before).
SMILES | A549 tox | Nrf2 block
COc1ccccc1N1C(=O)c2ccccc2C1=O | -8% | 1%
COc1ccc(-c2nc3ccc(NC(=O)CO)cc3c(=O)n2Cc2cccc(Cl)c2)cc1COc1ccc(NC(C)=O)cc1 | -13% | ?
Cc1cc2c(s1)c1cnn(Cc3ccc(F)cc3)c(=O)c1n2C | -8% | -13%
N#Cc1c(-c2ccc(Cl)cc2)no[n+]1[O-] | -4% | -8%
CNc1cccc(S(=O)(=O)N2CCN(S(=O)(=O)c3ccc4c(c3)OCCO4)CC2)c1 | 6% | -2%
COc1cccc(C2c3c(ncn(-c4ccccc4OC)c3=N)Oc3ccc4ccccc4c32)c1 (centres undefined) | ? | -26%
Nc1c(-c2ccncc2)cc[nH]c1=O | -2% | 2%
Cc1cc2c(s1)c1cnn(Cc3ccccc3F)c(=O)c1n2C(C)C | 4% | ?
COc1ccc(CNc2ncnc3ccc(-c4c(C)noc4C)cc23)cc1 | 9% | -19%
O=C1CCc2cc(S(=O)(=O)Nc3ccccc3-c3ccccc3)ccc2N1 | 1% | -8%
Cc1ccc(S(=O)(=O)c2cnc(-c3ccccc3)[nH]c2=O)cc1 | -2% | 6%
Cc1ccc(NS(=O)(=O)c2cccc(F)c2)cc1C | 7% | 4%
Cc1ccc(NS(=O)(=O)c2ccc3c(c2)CCCC(=O)N3)cc1C | 6% | ?
COc1ccc(Nc2c(-c3ccc(C)o3)nc3ccccn23)cc1 | 2% | -6%
O=S(=O)(c1ccc2c(c1)OCCO2)N1CCN(S(=O)(=O)c2cccc3cccnc23)CC1 | 9% | 12%
CCCN1CNc2c(c(=O)[nH]c(=S)n2CCc2cccc(C)c2C)C1 | -2% | -1%
O=C1CN(S(=O)(=O)c2c(F)cccc2F)CCN1S(=O)(=O)c1ccc2c(c1)OCCO2 | -1% | -13%
CC(=O)Nc1cccc(S(=O)(=O)N2CCN(S(=O)(=O)c3ccc4c(c3)OCCO4)CC2)c1 | -2% | ?
CCCN1CNc2c(c(=O)[nH]c(=S)n2CCc2cc(Cl)cc(Cl)c2)C1 | 12% | -4%
Cc1ccc(NS(=O)(=O)c2ccc3c(ccn3C)c2)cc1C | 5% | ?
O=C1Cc2cc(S(=O)(=O)N3CCN(c4cccc(C(F)(F)F)c4)CC3)ccc2N1 | 13%[92.2 µM] | 6%[92.2 µM]
COc1cccc(C2c3c(ncn(-c4ccccc4)c3=N)Oc3ccc4ccccc4c32)c1 (centres undefined) | 15µM*! | 15µM*!
CCCCC(O)C(=O)Nc1cc(C(F)(F)F)ccc1Cl (centres undefined) | 2% | 14%
CCOc1ccccc1-c1nnc2n1N=C(c1ccccc1OC)CS2 | 5% | -16%
O=S(=O)(NC[C@@H]1CCC[C@H](CNS(=O)(=O)c2c(F)cccc2F)C1)c1ccc2c(c1)OCCO2 | -12% | ?
CC(C)(C)C(=O)OCCNc1nc(-c2cccs2)nc2ccccc12 | -12% | -11%
Cc1cc2c(s1)c1cnn(Cc3cc(F)c(F)c(F)c3F)c(=O)c1n2C | 0% | -11%
Oc1ccc(Oc2ccccc2F)c2cccnc12 | -2% | 10%
Cc1ccc(-c2nc3ccccn3c2Nc2ccccc2C)o1 | 6% | ?
O=C1CCc2cc(S(=O)(=O)Nc3ccc(Cl)c(Cl)c3)c(F)cc2N1 | 5% | 0%
COc1cccc(C2c3c(ncn(-c4cccnc4)c3=N)Oc3ccc4ccccc4c32)c1 (centres undefined) | -6% | -2%
Oc1ccc(CCc2ccccc2)c2cccnc12 | -1% | ?
Cc1cc2c(s1)c1cnn(Cc3cc(F)c(Cl)cc3Cl)c(=O)c1n2C | -4% | 5%
COc1ccc(C2=Nn3c(nnc3-c3ccccc3OC)SC2)c(OC)c1 | 2% | 19%
COc1ccc(NS(=O)(=O)c2ccc3c(c2)CCC(=O)N3)cc1 | 0% | -12%
CCOc1ccccc1N1C(=O)c2ccccc2N/C1=C\N1CCN(C(=O)c2ccco2)CC1 | -6% | -4%
COc1ccc(C2Nc3ccccc3C(=O)N2CCc2ccccc2)cc1COc1ccc(NC(C)=O)cc1 (centres undefined) | 5% | 5%
Cc1noc(C)c1-c1ccc2ncnc(NCc3cccc(C(F)(F)F)c3)c2c1 | -6% | ?
Cc1ccc(NCc2ccc(O)c3ncccc23)c(F)c1 | -10% | 21µM*
Cc1noc(C)c1-c1ccc2ncnc(NC3CCCc4ccccc43)c2c1 (centres undefined) | 5% | ?
Cc1cc2c(s1)c1cnn(Cc3ccc(C(C)(C)C)cc3)c(=O)c1n2C | 0% | 8%
CC(=O)N(c1ccc(Cl)cc1)C1SC(=O)N(c2ccccc2)C1=O (centres undefined) | -1% | 0%
COc1ccc(C2Nc3ccccc3C(=O)N2C2CCCC2)cc1COc1ccc(NC(C)=O)cc1 (centres undefined) | -23% | -27%
CC(=O)Nc1nc(-c2ccccc2)c(-c2ccccc2)s1 | 8% | -12%
O=S(=O)(c1ccc(Cl)cc1)N1CCN(S(=O)(=O)c2ccc3c(c2)OCCO3)CC1 | -1% | -3%
COc1cc(NS(=O)(=O)c2ccc3c(c2)CC(C)N3C(=O)C2CCC2)cc(OC)c1OC (centres undefined) | -26% | 6.5µM*
COc1ccc(C2Nc3ccccc3C(=O)N2CCO)cc1COc1ccc(NC(C)=O)cc1 (centres undefined) | -9% | -11%
COc1ccc(C2Nc3ccccc3C(=O)N2Cc2ccc(-c3ccccc3)cc2)cc1COc1ccc(NC(C)=O)cc1 (centres undefined) | 12% | 2%
COc1ccc(-c2nc3cccc(OC)c3c(=O)n2Cc2ccccc2)cc1COc1ccc(NC(C)=O)cc1 | -13% | -15%
Cc1cc2c(s1)c1cnn(Cc3ccc(C)c(F)c3F)c(=O)c1n2C | -2% | 8%
O=C(NCc1nnc(-c2nc3ccccc3[nH]2)o1)C1CCCCC1 | -6% | -8%
Cc1cc(N2C(=O)c3ccccc3C2=O)n[nH]1 | 13% | 11%
O=C1CCc2cc(S(=O)(=O)Nc3cc(F)cc(Cl)c3)c(F)cc2N1 | ? | 0%
COc1cc(F)c(S(=O)(=O)N2CCCN(S(=O)(=O)c3ccc(NC(C)=O)cc3)CC2)c(F)c1 | -5% | ?
O=S(=O)(Nc1cccc2cccnc12)c1ccc(Br)s1 | ? | ?

Arranged by SMILES length (falling): part of the list above
SMILES | A549 tox | Nrf2 block
CC(=O)N(c1ccc(Cl)cc1)C1SC(=O)N(c2ccccc2)C1=O (centres undefined) | -1% | 0%
CCOc1ccccc1-c1nnc2n1N=C(c1ccccc1OC)CS2 | 5% | -16%
Cc1ccc2nc(-c3cccs3)c(Nc3ccccc3)n2c1 | -1% | 10%

Next results
SMILES | A549 tox | Nrf2 block
c1ccc(P(c2ccccc2)c2cnc3ccccn23)cc1 | -1% | -2%
COc1ccc(C2c3c(n(Cc4ccccc4)cnc3=N)Oc3ccc4ccccc4c32)cc1OC (centres undefined) | -7% | 3%
O=C(OCC#CCSc1nnc(-c2cc3ccccc3cc2O)o1)c1ccc(F)cc1 | 0% | -1%
O=S1(=O)N=C(OCc2ccccc2)c2ccccc21 | 9% | ?
COc1ccc(C2NC(=O)c3ccccc3N2)cc1COc1ccc(NC(C)=O)cc1 (centres undefined) | 1% | 9%
CN1C(=O)Cc2cc([S+](=O)([O-])N3CCN([S+](=O)([O-])c4c(F)cccc4F)CC3)ccc21 | -8% | 15%
CN(C)CCCNc1ncnc2ccc(-c3ccc4c(c3)OCO4)cc12 | 11% | ?
COc1cc(F)c(S(=O)(=O)N2CCN(S(=O)(=O)c3cccc(N)c3)CC2)c(F)c1 | 2% | 0%
O=S(=O)(c1ccccc1Cl)N1CCN(c2nc(-c3cccs3)nc3ccccc23)CC1 | -2%&-11% | 3%&3%
O=C1c2ccccc2C(=O)N1c1cccc2ncccc12 | -1% | -7%
O=C(CNC(=O)c1ccccc1)OC(C(=O)Nc1ccc2c(c1)OCO2)c1ccccc1 (centres undefined) | -3% | 1%
CS(=O)(=O)c1ccc(C(=O)OCC#CCSc2nnc(-c3cccc4ccccc34)o2)cc1 | -7% | -2%
O=C1CCCC2=C1C1(CCSCC1)N=C(Nc1nc3ccccc3o1)N2 | 8% | -2%
COc1cccc(C2=Nn3c(nnc3-c3cc(OC)cc(OC)c3)SC2)c1 | -9% | ?
O=[S+]([O-])(c1ccc2c(c1)OCCO2)N1CCN([S+](=O)([O-])c2c(F)cc(Br)cc2F)CC1 | 10% | -7%
COc1cccc(S(=O)(=O)N2CCN(S(=O)(=O)c3ccc4c(c3)OCCO4)CC2)c1 | -1%&-3% | -13%&5%
O=C(CNC(=O)c1cccc(Cl)c1)OC(C(=O)Nc1cc(C(F)(F)F)ccc1Cl)c1ccccc1 (centres undefined) | -25% | 23µM*
CC(C)(C)OC(=O)NCC(=O)NNC(=O)c1cc2ccccc2[nH]1 | 2% | 4%
O=C(O)c1ccc2c(c1)C(=O)N([C@H](Cc1ccc(O)c(O)c1)C(=O)O)C2=O | -5% | 11%

Screening results: PubChem BioAssay, National Center for Advancing Translational Sciences (NCATS)
